Screening data deposited in PubChem by several laboratories.
SMARCA2 act = SMARCA2 (BRM) function activators, primary screen, cell-based, luminescence, high throughput. activation, % at 9.1 µM. AID 652017, 2013. MG213 cells, MMTV-luciferase reporter, dexamethasone, overnight. actives 1% (n = 370,000); in the data active = activation above about 7.8%;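 also: 0% = vehicle wells and 100% = reference activator wells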
rCAG binder = binders of r(CAG) RNA repeats, primary screen, biochemical, fluorescence | AID 651821, 2012 | r(CAG) RNA repeat, TO-PRO-1 dye displacement fluorescence | actives 1.3% (n = 370,000) | inhibition, % at 3 µM;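 active = inhibition above the plate cutoff, the mean of all test compounds on that plate plus 3 SD, cut at about 35% in these data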;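 also: 0% = DMSO alone and 100% = 100 µM mitoxantrone as full dye displacement; higher means more dye released from RNA so lower well fluorescence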
ASAP1 inh = inhibitors of human ASAP1 ArfGAP activity, primary screen, biochemical, fluorescence polarization | Arf-GAP with SH3 domain, ANK repeat and PH domain-containing protein 1 (Homo sapiens), … | ASAP1-stimulated ARF1 GTP hydrolysis, GDP FP detection | inhibition, % at 16.5 µM | actives 0.19% (n = 360,000); in the data active = inhibition above about 25%;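 also: 0% = vehicle with enzyme and substrate and 100% = no enzyme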
Target sequence (Q9ULH1 325-724 limits assumed): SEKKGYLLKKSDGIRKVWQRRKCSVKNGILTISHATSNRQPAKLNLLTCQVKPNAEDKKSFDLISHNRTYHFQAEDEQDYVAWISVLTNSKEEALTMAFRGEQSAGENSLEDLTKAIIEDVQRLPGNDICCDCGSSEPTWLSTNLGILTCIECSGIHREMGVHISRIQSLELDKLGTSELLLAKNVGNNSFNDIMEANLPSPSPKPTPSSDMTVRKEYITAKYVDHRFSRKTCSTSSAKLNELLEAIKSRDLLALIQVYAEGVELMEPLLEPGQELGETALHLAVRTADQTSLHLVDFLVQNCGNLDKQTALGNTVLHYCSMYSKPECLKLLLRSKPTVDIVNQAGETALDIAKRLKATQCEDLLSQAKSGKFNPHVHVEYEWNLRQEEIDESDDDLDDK
ARFGAP1 inhibitor = inhibitors of rat ARFGAP1 GAP activity, primary screen, biochemical, fluorescence polarization, GDP tracer. inhibition, % at 16.5 µM. Arfgap1-stimulated ARF1 GTP hydrolysis, GDP FP detection. actives 0.26% (n = 360,000). AID 651572, 2012;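 active = inhibition above a per-plate limit, mean inhibition of low control wells plus 3 SD, cut at about 25% in these data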;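 also: 0% = DMSO wells with enzyme and 100% = wells lacking Arfgap1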
Target sequence (Q62848 1-136 limits assumed): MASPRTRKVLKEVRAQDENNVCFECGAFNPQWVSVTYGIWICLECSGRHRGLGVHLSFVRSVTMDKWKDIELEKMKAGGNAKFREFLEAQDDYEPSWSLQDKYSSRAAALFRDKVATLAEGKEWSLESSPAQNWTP
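Material: rat Arfgap1 GAP domain (His6, aa 1-136), purified enzyme. Also added: human ARF1(Δ1-17)-GTP substrate. Compound dosing: 16.5 µM single point, 1.26% DMSO. Timing: enzyme reaction 120 min at 25 °C after 20 min preincubation. Signal: GDP detection by fluorescence polarization. Read-out basis: percent inhibition of GAP-stimulated GDP formation, scaled between DMSO and no-Arfgap1 medians.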
HTRA1 inhibitor = HTRA1 serine protease inhibitors, primary screen, biochemical, fluorescence polarization, HTS. actives 0.5% (n = 340,000). Q92743. inhibition, % at 5.96 µM. recombinant HTRA1, FP-rhodamine activity-based probe; in the data active = inhibition above about 36%;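 also: 0% = enzyme with DMSO and 100% = wells lacking enzyme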
Target sequence (Q92743 whole entry, looked up): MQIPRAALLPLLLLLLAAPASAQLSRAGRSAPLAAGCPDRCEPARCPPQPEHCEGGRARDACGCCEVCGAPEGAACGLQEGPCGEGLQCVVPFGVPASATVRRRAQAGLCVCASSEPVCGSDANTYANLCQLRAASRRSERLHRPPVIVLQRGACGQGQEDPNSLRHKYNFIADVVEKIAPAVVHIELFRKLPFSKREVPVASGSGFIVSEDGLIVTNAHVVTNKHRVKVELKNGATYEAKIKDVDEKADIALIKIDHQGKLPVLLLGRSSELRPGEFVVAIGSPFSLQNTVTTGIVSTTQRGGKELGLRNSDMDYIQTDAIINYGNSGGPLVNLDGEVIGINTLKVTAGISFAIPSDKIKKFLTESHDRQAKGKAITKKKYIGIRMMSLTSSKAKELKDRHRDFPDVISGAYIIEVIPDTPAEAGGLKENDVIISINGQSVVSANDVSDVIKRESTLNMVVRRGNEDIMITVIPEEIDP
PG9 Ab binder = binders of HIV-1 gp120 antibody PG9, primary screen, biochemical, TR-FRET; inhibition, % at 6.7 µM; actives 0.43% (n = 360,000); HIV-1 gp120 / PG9 antibody interaction; TR-FRET gp120-PG9 antibody binding; in the data active = inhibition above about 8.5%
GC-A act = GC-A stimulated cGMP production enhancers – HEK293 GC-A cells, cGMP TR-FRET, EC30 ANP, primary screen; activation, % at 10 µM; 0% at EC30 ANP, 100% saturating ANP; actives 0.14% (n = 370,000); AID 1671463, 2021; Atrial natriuretic peptide receptor 1 (Homo sapiens), P16066; in the data active = activation above about 40%
Rev-erbA mod = modulators of Rev-erb alpha DNA binding, primary screen, biochemical, FITC-DNA, fluorescence polarization, uHTS. Rev-erbα–FITC-DNA binding, 90 min. Nuclear receptor subfamily 1 group D member 1 (Homo sapiens), P20393. activity, % at 10 µM. actives 0.79% (n = 370,000). AID 1259318, 2017;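 active = activity above about 14%, limit read from the data; passing the limit was not always enough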;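 also: 0% = DMSO wells with 35 nM protein and 100% = DMSO wells with 750 nM protein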
GC-B act = human GC-B receptor activators, primary screen, HEK293 GC-B cells, cGMP TR-FRET, EC30 CNP; Atrial natriuretic peptide receptor 2 (Homo sapiens), P20594; 0% at EC30 CNP, 100% saturating CNP; activation, % at 10 µM; actives 0.11% (n = 370,000); AID 1920062, 2024;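 active = activation at 10 µM reaching about 35% in either raw or pattern-adjusted values, limit read from the data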
mABHD4 FP = ABHD4 inhibitors, primary screen, biochemical, fluorescence polarization, mouse | (Lyso)-N-acylphosphatidylethanolamine lipase (Mus musculus), Q8VD66 | purified mABHD4, FP-Rh probe fluorescence polarization | inhibition, % at 8.92 µM | actives 0.54% (n = 370,000);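 active = inhibition exceeding the mean over every tested compound plus 3 SD, cut at about 30% in these data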;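 also: 0% = plate median of compound wells and 100% = S159A mutant with DMSO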
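System: mouse ABHD4 enzyme, wild type / Medium: HEPES pH 7.0, NaCl, Pluronic buffer / Reagent: FP-Rh activity-based fluorescent probe / Control set: S159A mutant high control, sample median low control / Detection: fluorescence polarization with parallel and perpendicular emission, 525/598 nm / Schedule: 45 min + 60 min at 25 °C / Compound dosing: 8.92 µM, single dose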
The depositor's hits bear a star; · = not tested or not shown.

smiles	SMARCA2 act	rCAG binder	HTRA1 inhibitor	ASAP1 inh	GC-A act	Rev-erbA mod	PG9 Ab binder	mABHD4 FP	ARFGAP1 inhibitor	GC-B act
COc1ccc(CN2CCCN(C)CC2)c(OC)c1C	-3	-1	3	-12	2	6	0.4	15	7	4
O=C(c1ccc(OC2CCN(Cc3ccccn3)CC2)cc1)N1CCC[C@H]1CO	-2	-6	-3	-10	3	4	-0.4	7	-3	2
CCc1ccc([C@@H]2C[C@H]3[C@@H](CN2S(=O)(=O)c2ccc(C)cc2)C(=O)C[C@@H](c2ccc(Cl)cc2)N3S(=O)(=O)c2ccccc2C)cc1	-2	9	-21	-1	2	-1	-2.0	1	4	6
CCn1c(O)c(N=NC(=O)CNC(=O)/C=C/c2ccccc2)c2ccccc21	-2	1	4	2	1	-1	-3.1	-3	-15	3
CC(=O)N1CCN(C(=O)C2CCCN(C(=O)c3ccc4c(c3)NC(=O)CS4)C2)CC1 (stereo unspecified)	-4	1	·	·	2	-4	·	-2	·	-1
Cc1cccc(C)c1NC(=O)NC1CC2CCC(C1)N2Cc1cccs1 (stereo unspecified)	8	0	-1	2	2	-4	-0.1	-2	-5	1
O=C(NC1CC1)c1ccc(CN(c2ccccc2)S(=O)(=O)c2ccccc2)cc1	-4	-1	-3	-5	-1	4	-0.9	0	-6	9
O=C(COc1ccccc1Cl)NCCNC(=O)c1ccncc1	-5	-1	0	-5	-2	7	1.1	-4	-10	1
CC(C)(C)NS(=O)(=O)c1ccc(CCC(=O)Nc2ccc3c(c2)OCO3)cc1	-4	5	5	11	-5	-1	-1.5	-13	8	1
Cc1cccc(C)c1NC(=O)C(CCc1ccccc1)n1c(=O)c(-c2cc3ccccc3[nH]2)nc2ccccc21 (stereo unspecified)	-6	19	·	-4	2	0	1.6	-36	7	4
CCNS(=O)(=O)c1ccc(CCC(=O)N2CCCC2)cc1	-2	0	12	2	2	0	-1.1	-6	6	-2
O=C(NCc1ccccc1)c1ccc(S(=O)(=O)NCc2ccco2)cc1	-3	1	2	6	-1	1	-2.3	-2	-7	7
COc1ccc(NC2(c3ccccc3)OC(=O)c3ccccc32)cc1 (stereo unspecified)	-2	-4	-7	7	-15	-5	-2.2	-4	6	-2
CC(=O)c1ccc(-c2nc3c4ccccc4ccn3c2C(C)=O)o1	1	3	-2	6	10	7	-1.1	1	-1	8
CN[C@H]1CCc2cc(OC)c(OC)c(OC)c2-c2ccc(N(C)CC(OC)OC)c(=O)cc21	-4	-8	3	-8	2	2	-3.3	3	5	-2
CCCCC(=O)N(C)c1c(C)nc2ccc(C(=O)Nc3cccc(NS(C)(=O)=O)c3)cn12	2	3	·	-8	-5	3	0.0	0	22	0
CCOc1ccc2ncc(S(=O)(=O)c3ccccc3)c(N3CCN(c4ccc(OC)cc4)CC3)c2c1	-3	3	0	-8	-2	0	1.2	-2	6	-1
COc1ccc(/C(N)=N/OC(=O)c2ccc3ccccc3c2)cc1OC	-1	1	-5	-15	7	-10	-0.2	-2	-3	0
COc1cc(S(=O)(=O)N(CCc2ccccc2)Cc2cccs2)ccc1-n1cnnn1	-4	-1	-21	-6	-8	-5	2.8	0	0	-7
CC(C)Cn1nc(NC(=O)C(C)(C)C)c2cc3ccccc3nc21	-2	-7	-11	5	6	8	-1.9	2	1	3
c1ccc(CCn2nnc(-c3ccc(N4CCOCC4)cc3)n2)cc1	-5	6	·	·	0	-6	·	-6	·	2
Cc1cc(=O)oc2c3c4c(cc12)OCCN4CCC3	0	-2	8	9	3	-3	-3.4	8	1	-3
Clc1cccc(Cc2c(-c3cccc(Cl)c3)nc3ccc(Cl)cn23)c1	2	10	·	13	-5	6	-0.4	-27	-3	-8
COc1ccccc1C(C)NC(=O)c1cc(=O)[nH]c2ccccc12 (stereo unspecified)	1	-1	3	12	-1	-3	-1.9	4	12	-3
O=C(NCc1ccncc1)c1ccc(N2CCCC2)c([N+](=O)[O-])c1	-5	-1	5	2	-1	-1	-1.8	9	10	-1
O=C(COC(=O)c1ccc2ccccc2c1)NCCCc1ccccc1	-3	-4	-3	0	-3	7	-2.6	0	3	-2
CCOC(=O)c1sc2ncn(CC(=O)Nc3cc(C)on3)c(=O)c2c1C	-1	4	-4	4	3	-3	0.3	1	-7	3
Cc1ccc(N(C(=O)c2csnn2)C(C(=O)NC(C)(C)C)c2cccnc2)cc1C (stereo unspecified)	-2	-2	1	-6	5	6	-0.2	-2	3	-1
CCN(CC)S(=O)(=O)c1cccc(C(=O)c2c(C)cc3ccccn23)c1	2	14	-18	2	-4	4	-2.7	5	11	-1
COC(=O)c1ccccc1-c1cn(C)c2ccccc2c1=O	-2	4	6	7	6	1	-0.6	-8	0	-1
CC(C)CNc1cccc2c1S(=O)(=O)N[C@H](CC(C)C)CO2	-2	-1	·	14	0	-7	0.0	7	2	4
O=C(CSc1nc2ccccc2[nH]1)Nc1ccc(F)c(F)c1	-4	6	-18	-6	-6	-3	-0.2	-26	-1	-5
Cc1cc(C)c2c(CC(=O)NN(C)C)coc2c1	-3	-1	2	6	5	-3	-1.0	3	9	4
CCOc1ccc2nc(SC3CC(=O)N(c4cccc(OC)c4)C3=O)sc2c1 (stereo unspecified)	3	5	-16	-16	-2	-1	-0.3	-7	5	1
COc1cccc(/C(C)=N/Nc2ncc(Cl)cc2Cl)c1	4	1	-3	2	-1	0	-1.7	11	0	6
O=c1[nH]c2cc3c(cc2cc1CN(Cc1nnnn1CC1CCCO1)C1CCCC1)OCO3 (stereo unspecified)	0	-4	-7	-11	-3	0	2.6	3	9	-1
COc1ccc(S(=O)(=O)NC(=O)C2(C)CCN2C(=O)Cc2ccccc2)cc1OC (stereo unspecified)	-1	1	·	2	2	0	-0.3	-3	-6	-5
COc1ccc(/C=C/C(=O)c2ccccc2)cc1COc1ccccc1F	-1	12	-51	-5	-2	-1	-2.8	-9	1	3
O=C1[C@@H](Oc2ccccc2)[C@@H](c2cccnc2)N1c1ccccc1	-4	-2	16	-4	-6	3	0.8	1	0	1
COc1ccc(C2/C(=C(/O)c3ccc(F)cc3)C(=O)C(=O)N2CCCN(C)C)cc1 (stereo unspecified)	3	-2	0	-9	0	-1	-1.5	0	-16	-3
COc1ccc(C(=O)Nc2cc(C)on2)cc1	1	3	-1	-5	10	6	-1.1	12	5	0
Cn1cc([N+](=O)[O-])c(C(=O)Nc2cc(Oc3cccnc3)cc([N+](=O)[O-])c2)n1	-2	-1	·	6	7	1	-1.9	3	14	4
CCCn1nnc(NC(=O)c2ccc(-c3cccc(Cl)c3)o2)n1	1	-5	-27	-7	4	8	1.2	-13	12	6
COc1ccc(S(=O)(=O)Cc2ccc(C(=O)N3CCN(c4ccc(Cl)cc4)CC3)o2)cc1	-2	5	0	11	-6	6	-0.5	-1	1	-12
COc1cc(NC(=O)NCC2CCN(Cc3ccccc3Cl)CC2)cc(OC)c1OC	-2	-9	0	14	0	1	1.1	-1	9	-5
CCO[C@@H]1OC(C(=O)N2CCOCC2)=C[C@H](c2ccc(C(F)(F)F)cc2)[C@H]1CCCO	0	-6	5	10	3	-1	-0.2	1	-21	5
CCCn1c(SCC(=O)N(C)CC(=O)Nc2ccc(C)cc2)n[nH]c1=O	0	2	9	3	-1	-8	-0.8	7	7	4
S=C(NC12CC3CC(CC(C3)C1)C2)N1CCCC1	2	-2	0	8	6	-1	-1.6	2	2	4
COc1ccccc1NC(=O)c1ccc2c(O)c(S(=O)(=O)c3ccccc3)c(=O)[nH]c2c1	-2	7	0	-10	4	2	-0.4	-4	-10	4
CCN(CC(=O)NC(C)C)C(=O)C(CCSC)NC(=O)c1cccc(C)c1 (stereo unspecified)	1	-8	-1	8	5	5	-3.0	-5	-8	1
Cc1ccc(C(O)c2nc3ccccc3n2C)cc1 (stereo unspecified)	-1	-2	3	4	6	3	-0.4	3	-6	6
CC1CCCC(C)N1C(=O)COC(=O)c1cc(-c2cccs2)nn1-c1ccccc1 (stereo unspecified)	-2	-7	-10	-2	-9	-1	0.6	1	-1	-2
CC1CC(=O)N(c2ccc(NCc3ccccc3Cl)c([N+](=O)[O-])c2)C1=O (stereo unspecified)	-2	1	3	4	1	9	1.8	-1	-2	9
COc1cccc(C2CC(c3cccs3)=NN2C(=O)c2ccco2)c1O (stereo unspecified)	-2	3	-18	-1	9	0	-0.6	3	4	5
Cc1ccc(Nc2c([N+](=O)[O-])ccc3nonc23)cc1C	-1	-5	7	-14	-14	-3	-0.1	2	-3	-6
COc1ccc(NC(=O)CSc2nnc(CCC(=O)O)c(=O)n2N)cc1	1	2	-2	-2	0	-3	-2.5	8	0	-2
Cc1nc2c(c(=O)c3ccccc3n2C)c(=O)n1-c1ccccc1	-2	10	5	1	7	-1	-0.8	0	1	0
Cc1ccc(NC(=O)c2ccccc2N2C(=O)C3C4C=CC(C5CC45)C3C2=O)cc1C (stereo unspecified)	0	-3	-24	8	1	0	-1.1	12	3	2
O=[N+]([O-])c1ccc(/C=N\N2CCN(Cc3ccccc3Cl)CC2)cc1	-1	0	-10	9	3	-11	-1.8	1	-18	-3
O=C(CCNS(=O)(=O)c1ccc2[nH]c(=O)oc2c1)Nc1cccc(Br)c1	7.8*	6	-5	4	1	8	-3.2	-4	6	-4

Exported with values under each structure: part of the list above
Order of results: SMARCA2 act | rCAG binder | HTRA1 inhibitor | ASAP1 inh | GC-A act | Rev-erbA mod | PG9 Ab binder | mABHD4 FP | ARFGAP1 inhibitor | GC-B act
- COc1ccc(NC(=O)CSc2nnc(CCC(=O)O)c(=O)n2N)cc1
→ 1 | 2 | -2 | -2 | 0 | -3 | -2.5 | 8 | 0 | -2
- O=C(CCNS(=O)(=O)c1ccc2[nH]c(=O)oc2c1)Nc1cccc(Br)c1
→ 7.8* | 6 | -5 | 4 | 1 | 8 | -3.2 | -4 | 6 | -4
- Cc1ccc(Nc2c([N+](=O)[O-])ccc3nonc23)cc1C
→ -1 | -5 | 7 | -14 | -14 | -3 | -0.1 | 2 | -3 | -6
